FID counter: displaces DNA intercalator in HCV helicase counter-screen; DNA fluorescent intercalator displacement, fluorescence; inhibition, % at 7.9 µM; 290,000 tested, 0.17% active; AID 1845; in the data active = inhibition above about 37%;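 note: 0% = vehicle and 100% = reference compound; higher means more ethidium bromide displaced from hairpin DNA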
IMP-1 inh: inhibitors of Pseudomonas aeruginosa IMP-1 metallo-beta-lactamase. purified IMP-1, nitrocefin hydrolysis, epi-absorbance fluorescence. inhibition, % at 5.6 µM. 290,000 tested, 0.45% active. AID 1556;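 active = inhibition above the mean plus 3 SD of all compounds in the same screening run, cut at about 4.5% in these data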;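 note: 0% = IMP-1 with DMSO and 100% = DMSO wells lacking enzyme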
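Material – recombinant IMP-1 enzyme, purified · Amount – IMP-1 0.2 nM before substrate addition · Medium – HEPES buffer pH 7.1 with ZnSO4 and Brij 35 · Timing – 25 °C, 15 min preincubation, 25 min reaction · Measured by – plate fluorescence quenching by hydrolysis product, ex 480/em 530 nm · Read-out – percent enzyme inhibition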
IDE act: boosts human insulin-degrading enzyme activity in HEK cells; FAbeta-B cleavage, fluorescence polarization; 0% vehicle, 100% cell-free pure enzyme wells; 340,000 tested, 0.073% active; activation, % at 5.96 µM; P14735; AID 493087;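 active = activation above the mean of all tested compounds plus 3 SD, set per screening campaign, cut at about 17% in these data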
p-CIP stab down: compounds decreasing mouse p/CIP protein stability; Q05BA5; F442A p/CIP-EGFP cells, EGFP fluorescence, 16 h; AID 1984; decrease of EGFP signal, % at 10 µM; 290,000 tested, 0.01% active;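 active = EGFP signal decrease of at least 30% at 10 µM or well 3 SD below plate mean, unless failing retest; inactive = the rest, including hits failing retest or dose response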; note: some compounds called inactive have numbers as strong as hits; many of its hits are not listed in these tables
PHOSPHO1 inh: blocks human PHOSPHO1 phosphatase activity | inhibition, % at 13.3 µM | AID 1565 | Q8TCT1 | 290,000 tested, 1.1% active | recombinant PHOSPHO1, absorbance phosphatase assay; in the data active = inhibition above about 60%
Target sequence (Q8TCT1 whole entry, looked up): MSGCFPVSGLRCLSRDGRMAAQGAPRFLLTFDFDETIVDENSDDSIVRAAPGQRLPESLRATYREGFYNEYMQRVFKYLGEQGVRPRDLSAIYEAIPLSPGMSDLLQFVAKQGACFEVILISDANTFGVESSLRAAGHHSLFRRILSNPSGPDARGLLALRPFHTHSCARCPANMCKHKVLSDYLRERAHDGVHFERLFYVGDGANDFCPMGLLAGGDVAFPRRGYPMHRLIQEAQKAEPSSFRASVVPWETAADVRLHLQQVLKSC
MEKK3 PB1 HTS: MEKK3-MEK5 PB1 interaction, increase or decrease. Q99759. bead-based flow cytometry, Alexa488-MEK5 binding to MEKK3; actives lie on both sides; 0 = blocked by unlabeled MEK5, 100 = vehicle. binding response (% of control), % at 10 µM. 290,000 tested, 1.4% active;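 active = binding response more than 3 SD above or below the average of its plate-row segment, actives on both sides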;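 note: Alexa488 bead fluorescence after subtracting the streptavidin-only scavenger bead signal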
Target sequence (Q99759 whole entry, looked up): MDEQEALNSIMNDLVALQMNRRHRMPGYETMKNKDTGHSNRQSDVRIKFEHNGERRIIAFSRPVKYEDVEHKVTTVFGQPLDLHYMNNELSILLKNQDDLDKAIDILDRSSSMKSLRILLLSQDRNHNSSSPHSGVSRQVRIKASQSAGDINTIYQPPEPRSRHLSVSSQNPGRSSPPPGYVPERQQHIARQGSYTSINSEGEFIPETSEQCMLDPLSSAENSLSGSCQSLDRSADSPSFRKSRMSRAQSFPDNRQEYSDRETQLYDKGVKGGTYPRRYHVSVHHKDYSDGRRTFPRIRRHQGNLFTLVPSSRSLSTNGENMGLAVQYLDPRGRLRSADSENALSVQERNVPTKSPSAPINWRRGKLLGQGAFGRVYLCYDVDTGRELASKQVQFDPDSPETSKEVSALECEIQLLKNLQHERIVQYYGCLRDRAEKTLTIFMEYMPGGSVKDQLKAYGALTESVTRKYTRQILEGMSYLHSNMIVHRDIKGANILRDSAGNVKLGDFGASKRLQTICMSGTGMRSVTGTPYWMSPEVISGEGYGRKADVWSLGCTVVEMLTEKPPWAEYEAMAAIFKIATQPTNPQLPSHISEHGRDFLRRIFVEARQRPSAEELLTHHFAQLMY
NS3 helicase inh: HCV NS3 helicase inhibition | NS3 helicase DNA unwinding, Cy5 molecular beacon fluorescence | inhibition, % at 10.9 µM | 290,000 tested, 0.56% active;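 active = inhibition above the mean of all tested compounds plus 3 SD, set per campaign, cut at about 35% in these data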;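 note: 0% = DMSO wells and 100% = thioflavine S control wells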
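Material: hepatitis C virus NS3 helicase domain fragment enzyme; measured by: Cy5 fluorescence, 0 and 60 min reads; control set: DMSO and thioflavine S; incubation: 60 min unwinding reaction at 25 °C after ATP addition; read-out basis: % inhibition from 60/0 min fluorescence ratio, DMSO 0%, thioflavine S 100%; repeats: singlicate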
UBC9 SUMO inh: inhibitors of human SUMOylation (UBC9); P63279; inhibition, % at 35 µM; 290,000 tested, 0.36% active; HTRF SUMOylation assay, SAE1/SAE2 + UBC9, in vitro; in the data active = inhibition above about 50%, passing the limit was not always enough; note: strong numbers were not always called active
VIM-2 inh: inhibitors of Pseudomonas aeruginosa VIM-2 metallo-beta-lactamase. 290,000 tested, 0.89% active. purified VIM-2, nitrocefin hydrolysis, epi-absorbance fluorescence. inhibition, % at 5.6 µM;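 active = inhibition above the mean of all tested compounds plus 3 SD, cutoff set per screening run, cut at about 7.5% in these data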;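 note: red hydrolysis product quenches plate fluorescence so inhibitors raise well fluorescence; 0% = enzyme with DMSO and 100% = DMSO without enzyme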
Numbers without * were called inactive; / = no result given; & = joins results of further samples. The list is partial, so the mix of outcomes need not match the whole.

(1) CCN(Cc1ccccc1)Cc1c(C)[nH]c2c(C)c(C)ccc2c1=O
(2) COc1cc(C(=O)Nc2c(C(=O)O)[nH]c3ccccc23)cc(OC)c1OC
(3) O=C1c2ccccc2NC(c2ccc(F)cc2)N1Cc1ccco1 (stereo unspecified)
(4) Cc1c(NC(=O)c2cc3c(=O)n4ccccc4nc3s2)c(=O)n(-c2ccccc2)n1C
(5) O=C(N/N=C/c1cccc(Br)c1)c1ccc(Cn2cc(Br)cn2)o1
(6) Cc1ccc(S(=O)(=O)Nc2ncccn2)cc1
(7) Cn1cc(C=O)c(-c2ccc3c(c2)OCCCO3)n1
(8) Cc1ccc(-n2ncc3c2CC(C)(C)CC3NC(=O)Cc2c(C)noc2C)cc1 (stereo unspecified)
(9) Cc1cc(NC(=O)CSc2nnc(-c3ccncc3)n2N)ccc1Br
(10) CCn1c(SC)nnc1-c1nn(-c2ccccc2)ccc1=O

compound no.	1	2	3	4	5	6	7	8	9	10
FID counter	4	-24	-6	-3	-11	1	-8	-51	-7	-10
IMP-1 inh	-3.1	-1.7	-1.1	-2.9	-6.2	0.7	-2.3	-3.5	2.6	1.1
IDE act	3	6	3	6	-1	6	0	2	-8	10
p-CIP stab down	-4	-13	-1	9	3	8	-11	-30	1	3
PHOSPHO1 inh	-7	-3	33	22	2	41	28	32	28	-50
MEKK3 PB1 HTS	/	99	100	105	101	102	101	100	102	102
NS3 helicase inh	-5	11	-1	2	6	2	5	-8	-4	-12
UBC9 SUMO inh	7	-5	6	1	7	5	6	-10	10	2
VIM-2 inh	-2.0	0.0	0.5	-0.3	-4.8	1.5	-2.5	-2.5	-1.2	0.5

(11) O=C(Nc1ccc(N2CCN(C(=O)c3ccc(Cl)cc3)CC2)cc1)c1ccc(Br)o1
(12) CC(C)OC(=O)CC1C(=O)NCCN1C(=S)NC(=O)c1ccccc1Cl (stereo unspecified)
(13) CC1CCN(C(=O)c2ccc(S(=O)(=O)Cc3cccc(F)c3)c([N+](=O)[O-])c2)CC1
(14) CC(NC(=O)c1ccc(S(=O)(=O)N(C)C)cc1)c1ccc(-n2ccnc2)cc1 (stereo unspecified)
(15) COc1cccc(NC(=O)CSc2nncn2N)c1
(16) COc1ccc([N+](=O)[O-])cc1NC(=O)CCN1CCN(c2ccccc2OC)CC1
(17) CC1(C(=O)NCc2ccc(F)cc2)Oc2ccccc2NC1=O (stereo unspecified)
(18) O=C(N/N=C\c1ccc([N+](=O)[O-])s1)C1COc2ccccc2O1 (stereo unspecified)
(19) CN1CCN(C(=O)c2cc3nc(-c4ccc(Cl)cc4)cc(C(F)(F)F)n3n2)CC1
(20) O=[N+]([O-])c1cnc(Nc2ccccc2)nc1Nc1ccccc1

compound no.	11	12	13	14	15	16	17	18	19	20
FID counter	-20	-5	0	-9	-3	6	-2	0	0	-1
IMP-1 inh	1.1	-4.1	-1.9	-2.7	-3.5	-0.7	-0.2	-0.9	-2.4	-4.3
IDE act	9	5	4	4	3	-2	7	4	0	1
p-CIP stab down	-12	-2	11	-10	0	4	5	-14	-8	-5
PHOSPHO1 inh	11	-13	-1	23	14	3	34	34	-7	10
MEKK3 PB1 HTS	100	85	99	101	94	100	98	101	93	95
NS3 helicase inh	-5	14	-10	2	10	-6	-10	2	-3	7
UBC9 SUMO inh	-4	12	8	2	12	-4	6	6	4	22
VIM-2 inh	-4.3	-1.8	-3.1	-0.1	-0.1	-0.5	0.0	-1.6	2.8	-3.6

Reprinted at random: 6 compounds from above
(14) CC(NC(=O)c1ccc(S(=O)(=O)N(C)C)cc1)c1ccc(-n2ccnc2)cc1 (stereo unspecified)
(17) CC1(C(=O)NCc2ccc(F)cc2)Oc2ccccc2NC1=O (stereo unspecified)
(13) CC1CCN(C(=O)c2ccc(S(=O)(=O)Cc3cccc(F)c3)c([N+](=O)[O-])c2)CC1
(15) COc1cccc(NC(=O)CSc2nncn2N)c1
(18) O=C(N/N=C\c1ccc([N+](=O)[O-])s1)C1COc2ccccc2O1 (stereo unspecified)
(16) COc1ccc([N+](=O)[O-])cc1NC(=O)CCN1CCN(c2ccccc2OC)CC1

compound no.	14	17	13	15	18	16
FID counter	-9	-2	0	-3	0	6
IMP-1 inh	-2.7	-0.2	-1.9	-3.5	-0.9	-0.7
IDE act	4	7	4	3	4	-2
p-CIP stab down	-10	5	11	0	-14	4
PHOSPHO1 inh	23	34	-1	14	34	3
MEKK3 PB1 HTS	101	98	99	94	101	100
NS3 helicase inh	2	-10	-10	10	2	-6
UBC9 SUMO inh	2	6	8	12	6	-4
VIM-2 inh	-0.1	0.0	-3.1	-0.1	-1.6	-0.5

Following part.
(21) CC(C)Oc1ccc(/C=C(\NC(=O)/C=C/c2ccco2)C(=O)NCCc2nc3ccccc3[nH]2)cc1
(22) O=C(COC(=O)c1ccco1)Nc1ccc2c(c1)OCCO2
(23) N=c1c[n+](N2CCOCC2)[n-]o1
(24) COc1cc(NC(=S)NCCCN2CCOCC2)c(OC)cc1NC(=O)c1ccco1
(25) O=C(NC(NC(=S)Nc1cccc(C(=O)O)c1)C(Cl)(Cl)Cl)OCc1ccccc1 (stereo unspecified)
(26) Cc1cc(NC(=O)CSc2nnc(Cc3ccccc3)n2C)no1
(27) CCSc1nnc(-c2sc3nnc(-c4ccccc4)c(-c4ccccc4)c3c2N)o1
(28) CCOC(=O)c1[nH]c(C)c(C(=O)OCC(=O)N2CCCCC2C)c1C (stereo unspecified)
(29) COc1ccc(CCNC(=O)CC(Cc2ccccc2)C(=O)O)cc1OC (stereo unspecified)
(30) Cc1cccn2cc(CCNS(=O)(=O)c3ccc4c(c3)OCCO4)nc12

compound no.	21	22	23	24	25	26	27	28	29	30
FID counter	-13	-4	2	-4	-25	-4	-1	-33	-17	1
IMP-1 inh	-2.1	-2.2	-0.9	-4.3	0.1	-0.8	-2.3	-3.0	-1.7	-3.0
IDE act	-3	3	2	3	9	0	-72	1	1	6
p-CIP stab down	-19	-1	-12	-1	-20	-11	-165	-5	-3	-5
PHOSPHO1 inh	-34	12	1	40	-8	-10	-100	-12	33	6
MEKK3 PB1 HTS	98	101	109&109	102	111	106	96	108	108	98
NS3 helicase inh	8	2	8	5	28	-4	2	1	-3	-2
UBC9 SUMO inh	7	20	8	4	6	5	21	-11	16	-10
VIM-2 inh	-4.2	-5.4	1.0	2.4	-3.2	0.1	-1.8	-2.8	-1.4	-1.7

(31) COc1cccc(Nc2nnc(SCc3nc4ccccc4s3)s2)c1
(32) CC(=O)Oc1ccc(C2(C)CC(C)(C)NC(=S)N2C)c(OC(C)=O)c1 (stereo unspecified)
(33) CCN(CC)S(=O)(=O)c1ccc(-n2cnc3cc(C)c(C)cc32)nc1
(34) CC(C)(C)n1nc2c(c1NC(=O)C1CC(=O)N(c3ccc(Cl)cc3)C1)CS(=O)(=O)C2 (stereo unspecified)
(35) CCCN[C@@H]1C(=O)N2C(C(=O)OCCC)=C(C)CS[C@H]12
(36) COC(=O)C(NC(C)=O)(Nc1cc(C)ccn1)C(F)(F)F (stereo unspecified)
(37) CC(C)C(=O)NCCc1nc2ccccc2n1CCCOc1ccc(Cl)cc1
(38) O=C(CNC(=O)c1[nH]cnc1C(=O)N[C@@H](Cc1ccccc1)C(=O)OCc1ccccc1)OCc1ccccc1
(39) O=C(Nc1c[nH]c2c(Cl)cccc2c1=O)N1CCN(c2ccccn2)CC1
(40) O=C(OCC(=O)N1CCc2ccccc21)c1ccccc1F

compound no.	31	32	33	34	35	36	37	38	39	40
FID counter	-9	-9	-29	-11	-27	-2	-24	-36	-17	-12
IMP-1 inh	-0.3	-0.9	-1.5	-1.5	-2.1	-1.8	-1.8	-2.1	1.4	-2.9
IDE act	2	-5	4	-2	-7	6	4	6	9	-4
p-CIP stab down	-3	3	-5	-12	-11	-10	-16	-8	9	-4
PHOSPHO1 inh	13	2	40	1	-13	36	29	-13	14	10
MEKK3 PB1 HTS	110	91	102	104	103	99	107	98	105	101
NS3 helicase inh	-22	4	-18	2	10	7	-6	-22	8	0
UBC9 SUMO inh	-6	-12	5	13	-2	8	3	-34	0	9
VIM-2 inh	-0.1	-1.3	-1.8	-1.7	-2.3	-2.1	-2.5	-0.6	0.7	1.9

(41) COc1cc(/C=C2/SC(=S)N(c3c(C)n(C)n(-c4ccccc4)c3=O)C2=O)ccc1O
(42) Cc1c(C(=O)O)c(-c2ccccc2)nn1-c1ccccc1
(43) COc1cc(CN2CCCC(CO)(Cc3cccc(Cl)c3)C2)cc(OC)c1O (stereo unspecified)
(44) CCCC(=O)N1CCN(c2ccc(NC(=O)C(C)(C)C)cc2Cl)CC1
(45) CCCC(=O)Nc1ccccc1-c1nnn(CC(=O)Nc2ccc(OC)cc2)n1
(46) CCOc1ccc2c(c1)C(c1cccs1)=NNC(c1cccnc1)=N2
(47) O=C1C(=O)N(CCCO)C(c2ccccc2)/C1=C(\O)c1ccc(Br)cc1 (stereo unspecified)
(48) C(=N\NC1=NCCN1)/c1ccncc1

compound no.	41	42	43	44	45	46	47	48
FID counter	-27	-7	-2	-16	-3	-4	-17	5
IMP-1 inh	-6.1	-0.6	-3.3	-1.0	-2.1	-3.9	-1.5	-2.7
IDE act	-34	4	4	1	4	1	6	9
p-CIP stab down	-50	-3	0	4	-3	-35	-2	-3
PHOSPHO1 inh	23	32	/	40	11	25	8	29
MEKK3 PB1 HTS	63	100	99	98	100	108	100	100
NS3 helicase inh	-2	-3	2	-3	3	-10	-6	0
UBC9 SUMO inh	1	8	-1	9	12	11	6	-5
VIM-2 inh	3.1	-2.8	-1.1	-1.0	-2.5	-3.1	-1.3	-1.1

Assay outcomes deposited in PubChem BioAssay by several laboratories.
